ssDAF12 agonist: activates DAF-12 receptor from parasite S. stercoralis. HEK293 ssDAF-12/GRIP1 lit1-tk-luc reporter, luminescence; % of 3 µM dafachronic acid response. activation, % at 6.8 µM. actives 1% (n = 370,000);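 active means activation above the mean over all tested compounds plus 3 SD, cut at about 0.9% in these data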;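 further: 0% = DMSO-only wells and 100% = 3 µM delta7-dafachronic acid wells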
HGIII-sPLA2 inh: Blocks human group III sPLA2 activity; Q9NZ20; QFRET BODIPY PC-A2 liposome hydrolysis, fluorescence; inhibition, % at 12.2 µM; actives 0.56% (n = 370,000); AID 743126;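 active means inhibition above mean plus 3 SD of compounds lying within the high and low control bounds, cut at about 19% in these data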;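 further: 0% = median of test compound wells and 100% = no enzyme DMSO wells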
Target sequence (Q9NZ20 whole entry, looked up): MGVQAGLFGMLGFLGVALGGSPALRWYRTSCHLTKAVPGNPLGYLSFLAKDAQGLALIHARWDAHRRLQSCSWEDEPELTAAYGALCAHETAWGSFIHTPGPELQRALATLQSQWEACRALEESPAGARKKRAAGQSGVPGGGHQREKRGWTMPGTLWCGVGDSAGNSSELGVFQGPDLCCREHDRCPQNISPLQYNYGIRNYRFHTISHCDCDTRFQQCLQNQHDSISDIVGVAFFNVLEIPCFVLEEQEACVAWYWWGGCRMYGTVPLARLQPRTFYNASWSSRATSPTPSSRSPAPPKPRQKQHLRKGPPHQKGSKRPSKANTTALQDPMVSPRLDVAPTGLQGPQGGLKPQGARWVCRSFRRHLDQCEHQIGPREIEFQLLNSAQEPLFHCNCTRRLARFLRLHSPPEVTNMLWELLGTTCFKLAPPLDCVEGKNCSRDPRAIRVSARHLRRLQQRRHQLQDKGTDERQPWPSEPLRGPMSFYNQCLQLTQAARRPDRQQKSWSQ
GC-A act: GC-A (human) enzyme activation | AID 1671463 | HEK293 GC-A cells, cGMP TR-FRET, EC30 ANP; 0% at EC30 ANP, 100% saturating ANP | activation, % at 10 µM | P16066 | actives 0.14% (n = 370,000); in the data active means activation above about 40%
hgDAF12 agonist: agonists of H. glycines DAF-12 nuclear receptor. HEK293 GAL4-hgDAF12 UAS-luciferase reporter, agonist luminescence; normalized to butyrate control. activation, % at 6.8 µM. actives 1.8% (n = 370,000). AID 687014;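 active means activation above a cutoff set at the mean of all screened compounds plus 3 SD, cut at about 10% in these data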;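 further: 0% = DMSO wells and 100% = sodium butyrate wells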
GC-B act: GC-B (human) receptor activation. HEK293-GC-B cells, CNP EC30, cGMP TR-FRET; 0% at EC30 CNP, 100% saturating CNP. activation, % at 10 µM. actives 0.11% (n = 370,000). AID 1920062;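 active means activation at 10 µM reaching about 35% in either raw or pattern-adjusted values, limit read from the data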
SMARCA2 act: SMARCA2 function activation, primary screen. MG213 cells, MMTV-luciferase reporter, dexamethasone, overnight. activation, % at 9.1 µM. actives 1% (n = 370,000). AID 652017; in the data active means activation above about 7.8%;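 further: 0% = vehicle wells and 100% = reference activator wells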
DAX1 inh-1: blocks DAX1 repression of SF-1 activated StAR promoter | inhibition, % at 6.8 µM | HEK293T StAR-luciferase reporter, SF-1/DAX-1 repression relief | AID 652010 | actives 1.1% (n = 370,000);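 active means inhibition above the mean over all tested compounds plus 3 SD, cut at about 3.6% in these data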;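 further: 0% = DAX-1 cells with DMSO and 100% = cells lacking DAX-1 with DMSO; higher inhibition means more luminescence from relief of DAX-1 repression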
hcDAF12 agonist: activators of H. contortus DAF-12 nuclear receptor; HEK293 hcDAF-12 lit1-tk-luc reporter, luminescence; 0% DMSO, 100% Δ7-dafachronic acid; activation, % at 6.8 µM; actives 1.4% (n = 370,000); AID 652067;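 active means activation above the mean of all tested compounds plus 3 SD, cut at about 5.5% in these data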;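 further: 100% = response to 3 µM Δ7-dafachronic acid high control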
ADAM10 inh: inhibitors of human ADAM10; inhibition, % at 7 µM; actives 0.62% (n = 370,000); recombinant ADAM10, EDANS/DABCYL FRET peptide cleavage, 3 h;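 active means inhibition above a per-campaign cutoff equal to the mean of compounds falling between control-based bounds plus 3 SD, cut at about 20% in these data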;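 further: 0% = DMSO wells while the 100% control is not disclosed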
DAX1 inh-2: inhibits human nuclear receptor DAX1; inhibition, % at 6.75 µM; P51843; AID 504766; actives 0.99% (n = 340,000); HEK293 Gal4-DAX1 luciferase reporter, luminescence;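 active means inhibition above the mean over all tested compounds plus 3 SD, cut at about 4.2% in these data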;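 further: 0% = DAX1-transfected cells with DMSO and 100% = empty-vector control cells with DMSO; inhibition shows as a rise in luminescence from relieved DAX1 repression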
Target sequence (P51843 207-470 limits assumed): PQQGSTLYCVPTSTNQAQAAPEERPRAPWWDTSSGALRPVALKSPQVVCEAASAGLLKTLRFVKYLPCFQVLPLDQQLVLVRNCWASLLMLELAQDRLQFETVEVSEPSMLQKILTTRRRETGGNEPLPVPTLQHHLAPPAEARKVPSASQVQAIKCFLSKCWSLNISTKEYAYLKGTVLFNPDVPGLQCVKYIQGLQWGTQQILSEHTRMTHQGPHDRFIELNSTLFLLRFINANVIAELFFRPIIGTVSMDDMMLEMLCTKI
FXN GAA850 act: frataxin GAA850 promoter activation. AID 540364. activation, % at 6 µM. actives 0.56% (n = 360,000). HEK293 lucGAA850 FXN promoter luciferase reporter, 24 h; percent of 10 µM SAHA response;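 active means activation above the average of all compounds screened plus 3 SD, cutoff fixed separately per campaign, cut at about 7.5% in these data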;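 further: 0% = DMSO wells and 100% = 10 µM SAHA wells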
* = called active by the depositor.

Results for Clc1cccc(Cl)c1C[n+]1ccc2ccccc2c1 ?
ssDAF12 agonist: -1.8; HGIII-sPLA2 inh: -1; GC-A act: 5; hgDAF12 agonist: -4.3; GC-B act: 1; SMARCA2 act: -4; DAX1 inh-1: -0.8; hcDAF12 agonist: -2.5; ADAM10 inh: -34; DAX1 inh-2: -0.7; FXN GAA850 act: 2.1

Results for COc1ccc(CC(=O)NCC2CCCN(Cc3ccc(F)c(OC)c3)C2)cc1 (stereo unspecified) ?
ssDAF12 agonist: -0.5; HGIII-sPLA2 inh: 0; GC-A act: -11; hgDAF12 agonist: -0.6; GC-B act: 0; SMARCA2 act: 2; DAX1 inh-1: -0.4; hcDAF12 agonist: -2.2; ADAM10 inh: 8; DAX1 inh-2: -0.7; FXN GAA850 act: -1.0

Results for COC(=O)Cn1cnc2c(nnn2-c2cccc(OC)c2)c1=O ?
ssDAF12 agonist: -0.5; HGIII-sPLA2 inh: 6; GC-A act: -2; hgDAF12 agonist: 1.6; GC-B act: -6; SMARCA2 act: -1; DAX1 inh-1: -0.1; hcDAF12 agonist: 1.3; ADAM10 inh: 1; DAX1 inh-2: 2.1; FXN GAA850 act: -0.5

How did Cc1nc(CSc2ccc(Cl)cc2)cs1 do in these assays?
ssDAF12 agonist: -0.7; HGIII-sPLA2 inh: -3; GC-A act: -1; hgDAF12 agonist: -1.1; GC-B act: -6; SMARCA2 act: 0; DAX1 inh-1: 0.2; hcDAF12 agonist: -0.8; ADAM10 inh: -3; DAX1 inh-2: -1.1; FXN GAA850 act: 1.4

Results for O=C(CCNC(=O)c1ccco1)NC(Cc1c[nH]c2ccccc12)C(=O)O (stereo unspecified) ?
ssDAF12 agonist: 0.7; HGIII-sPLA2 inh: 6; GC-A act: -1; hgDAF12 agonist: -1.6; GC-B act: -1; SMARCA2 act: -1; DAX1 inh-1: 0.2; hcDAF12 agonist: 2.0; ADAM10 inh: -16; DAX1 inh-2: 2.0; FXN GAA850 act: 4.2

Results for O=C1CN(C(=O)CSc2ccc(-c3ccc(F)cc3)nn2)c2ccccc2N1 ?
ssDAF12 agonist: -0.9; HGIII-sPLA2 inh: 0; GC-A act: -2; hgDAF12 agonist: 1.1; GC-B act: 0; SMARCA2 act: 1; DAX1 inh-1: -0.4; hcDAF12 agonist: -1.4; ADAM10 inh: 7; DAX1 inh-2: -0.8; FXN GAA850 act: -0.5

What do the screens show for `O=C(CNC(=O)C1CCCCC1)Nc1ccccc1`?
ssDAF12 agonist: -0.8; HGIII-sPLA2 inh: 8; GC-A act: -2; hgDAF12 agonist: -1.1; GC-B act: 4; SMARCA2 act: -2; DAX1 inh-1: -0.2; hcDAF12 agonist: -3.5; ADAM10 inh: 4; DAX1 inh-2: 0.8; FXN GAA850 act: 0.4

Results for Cc1ccc(S(=O)(=O)N2[C@H](c3cccc(Cl)c3)CC(=O)[C@@H]3CN(S(=O)(=O)c4ccccc4C)[C@H](c4ccc(Cl)cc4)C[C@@H]32)cc1 ?
ssDAF12 agonist: -1.2; HGIII-sPLA2 inh: -2; GC-A act: 2; hgDAF12 agonist: 0.1; GC-B act: -3; SMARCA2 act: -7; DAX1 inh-1: -0.8; hcDAF12 agonist: 0.3; ADAM10 inh: -12; DAX1 inh-2: -1.2; FXN GAA850 act: -2.2

What do the screens show for `Cc1cc(C(=O)COC(=O)C2CCN(C(=O)c3ccc(Cl)cc3)CC2)c(C)n1CC1CCCO1` (stereo unspecified)?
ssDAF12 agonist: -1.9; HGIII-sPLA2 inh: -8; GC-A act: 1; hgDAF12 agonist: 2.5; GC-B act: -4; SMARCA2 act: -2; DAX1 inh-1: -1.1; hcDAF12 agonist: 1.4; ADAM10 inh: 2; DAX1 inh-2: 1.0; FXN GAA850 act: -4.0

Results for Cc1ccc(C(=O)CCC(=O)NCc2ccc(Cl)cc2)cc1 ?
ssDAF12 agonist: -0.9; HGIII-sPLA2 inh: -11; GC-A act: 2; hgDAF12 agonist: 5.5; GC-B act: 0; SMARCA2 act: 3; DAX1 inh-1: 0.1; hcDAF12 agonist: -2.0; ADAM10 inh: 5; DAX1 inh-2: 1.0; FXN GAA850 act: 1.0

Results for O=Cc1cn(CCC(=O)O)nc1-c1cc2ccccc2o1 ?
ssDAF12 agonist: -0.9; HGIII-sPLA2 inh: 15; GC-A act: 6; hgDAF12 agonist: 2.9; GC-B act: 1; SMARCA2 act: -2; DAX1 inh-1: 0.5; hcDAF12 agonist: 1.6; ADAM10 inh: -12; DAX1 inh-2: -0.2; FXN GAA850 act: -0.1

What do the screens show for `COc1ccccc1NS(=O)(=O)c1cc(C(=O)N2CC(C)CC(C)C2)ccc1C` (stereo unspecified)?
ssDAF12 agonist: -1.8; HGIII-sPLA2 inh: -6; GC-A act: 7; hgDAF12 agonist: -1.6; GC-B act: 1; SMARCA2 act: -3; DAX1 inh-1: -1.3; hcDAF12 agonist: -2.4; ADAM10 inh: 0; DAX1 inh-2: 0.3; FXN GAA850 act: -0.9

How did CC1=C(C)CC(C(=O)NC(C)CCc2ccccc2)C(C(=O)O)C1 (stereo unspecified) do in these assays?
ssDAF12 agonist: -1.5; HGIII-sPLA2 inh: 2; GC-A act: 0; hgDAF12 agonist: -0.2; GC-B act: -4; SMARCA2 act: -2; DAX1 inh-1: -0.2; hcDAF12 agonist: -2.0; ADAM10 inh: -1; DAX1 inh-2: 4.7*; FXN GAA850 act: 0.5

Results for COc1ccc(OC)c(Cc2nnc(CCC(=O)NCc3ccc(C)s3)o2)c1 ?
ssDAF12 agonist: -0.6; HGIII-sPLA2 inh: 6; GC-A act: 0; hgDAF12 agonist: -0.3; GC-B act: -6; SMARCA2 act: 6; DAX1 inh-1: 0.4; hcDAF12 agonist: -1.0; ADAM10 inh: 3; DAX1 inh-2: 2.7; FXN GAA850 act: -0.4

Results for CCOC(=O)C1(CCOc2ccccc2)CCN(Cc2ccc(F)c(OC)c2)CC1 ?
ssDAF12 agonist: -1.5; HGIII-sPLA2 inh: -10; GC-A act: -12; hgDAF12 agonist: -3.0; GC-B act: -10; SMARCA2 act: 1; DAX1 inh-1: -0.5; hcDAF12 agonist: -2.1; ADAM10 inh: 0; DAX1 inh-2: 0.0; FXN GAA850 act: -1.8

What do the screens show for `O=C(/C=C/c1ccc2c(c1)OCO2)NCCCN1CCOCC1`?
ssDAF12 agonist: -1.5; HGIII-sPLA2 inh: -1; GC-A act: 1; hgDAF12 agonist: -1.6; GC-B act: -2; SMARCA2 act: -3; DAX1 inh-1: 0.0; hcDAF12 agonist: -0.2; ADAM10 inh: -110; DAX1 inh-2: 0.4; FXN GAA850 act: 0.8

What do the screens show for `COc1ccccc1NC(=O)C12CC3CC(C1)CC(c1ccc(C)cc1)(C3)C2`?
ssDAF12 agonist: -1.6; HGIII-sPLA2 inh: -7; GC-A act: -2; hgDAF12 agonist: 2.6; GC-B act: 1; SMARCA2 act: -1; DAX1 inh-1: -1.1; hcDAF12 agonist: 2.4; ADAM10 inh: -10; DAX1 inh-2: 1.3; FXN GAA850 act: 1.4

What do the screens show for `CC(C)N1CCN(CCCc2ccccc2)CC1CCO` (stereo unspecified)?
ssDAF12 agonist: -0.6; HGIII-sPLA2 inh: 2; GC-A act: -2; hgDAF12 agonist: 0.6; GC-B act: -1; SMARCA2 act: 2; DAX1 inh-1: -0.2; hcDAF12 agonist: -1.3; ADAM10 inh: 3; DAX1 inh-2: 0.2; FXN GAA850 act: 3.1

Results for CC(C)C1C(=O)N(Cc2cn(CCC3OCCO3)nn2)CCS(=O)(=O)N1Cc1ccc(-c2cccc(CO)c2)cc1 (stereo unspecified) ?
ssDAF12 agonist: -1.5; HGIII-sPLA2 inh: -18; GC-A act: 2; hgDAF12 agonist: -1.3; GC-B act: 5; SMARCA2 act: -1; DAX1 inh-1: -1.3; hcDAF12 agonist: -2.4; ADAM10 inh: 0; DAX1 inh-2: 0.8; FXN GAA850 act: -0.1

How did COCCn1c(SCC(=O)c2c(N)n(C3CC3)c(=O)[nH]c2=O)nnc1-c1ccc(Cl)cc1 do in these assays?
ssDAF12 agonist: -0.7; HGIII-sPLA2 inh: 7; GC-A act: 1; hgDAF12 agonist: -0.9; GC-B act: 5; SMARCA2 act: -3; DAX1 inh-1: 1.6; hcDAF12 agonist: 1.3; ADAM10 inh: 4; DAX1 inh-2: -1.0; FXN GAA850 act: 1.9

What do the screens show for `CCCCOc1ccc(C(=O)OCC(=O)c2c(N)n(C)c(=O)n(C)c2=O)cc1`?
ssDAF12 agonist: -0.2; HGIII-sPLA2 inh: 5; GC-A act: 1; hgDAF12 agonist: 1.9; GC-B act: 0; SMARCA2 act: -2; DAX1 inh-1: 2.3; hcDAF12 agonist: 0.8; ADAM10 inh: -6; DAX1 inh-2: 0.2; FXN GAA850 act: 2.3

Results for O=C(N/N=C/c1ccccc1OC(F)F)c1cc(-c2ccncc2)nc2ccccc12 ?
ssDAF12 agonist: -1.8; HGIII-sPLA2 inh: -8; GC-A act: -18; hgDAF12 agonist: -1.3; GC-B act: -14; SMARCA2 act: -3; DAX1 inh-1: -2.8; hcDAF12 agonist: -0.3; ADAM10 inh: 7; DAX1 inh-2: 0.5; FXN GAA850 act: -3.4

How did O=C(NCc1ccccc1)C(C(=O)c1ccc(F)cc1)n1ccccc1=O (stereo unspecified) do in these assays?
ssDAF12 agonist: -0.8; HGIII-sPLA2 inh: -6; GC-A act: -3; hgDAF12 agonist: 1.9; GC-B act: 2; SMARCA2 act: -1; DAX1 inh-1: 0.9; hcDAF12 agonist: -0.5; ADAM10 inh: 1; DAX1 inh-2: -0.3; FXN GAA850 act: 1.2

How did COc1ccc(C(=O)Cc2cc(OC)c(OC)cc2[N+](=O)[O-])cc1 do in these assays?
ssDAF12 agonist: -1.1; HGIII-sPLA2 inh: 2; GC-A act: 2; hgDAF12 agonist: 5.1; GC-B act: -4; SMARCA2 act: 1; DAX1 inh-1: 0.6; hcDAF12 agonist: -1.0; ADAM10 inh: 3; DAX1 inh-2: -0.5; FXN GAA850 act: 2.5

What do the screens show for `Cc1ccc(NC(=S)NCc2ccc(S(N)(=O)=O)cc2)cc1Cl`?
ssDAF12 agonist: -2.0; HGIII-sPLA2 inh: -8; GC-A act: -1; hgDAF12 agonist: -0.5; GC-B act: 4; SMARCA2 act: 0; DAX1 inh-1: -0.2; hcDAF12 agonist: -2.2; ADAM10 inh: 14; DAX1 inh-2: -1.2; FXN GAA850 act: -1.0

How did CC12CCC(C(=O)NC(c3ccccc3)c3ccccc3)(OC1=O)C2(C)C (stereo unspecified) do in these assays?
ssDAF12 agonist: -2.2; HGIII-sPLA2 inh: 2; GC-A act: -1; hgDAF12 agonist: -1.1; GC-B act: -2; SMARCA2 act: -6; DAX1 inh-1: -0.5; hcDAF12 agonist: -1.5; ADAM10 inh: 12; DAX1 inh-2: 0.7; FXN GAA850 act: 1.8

Screening results as filed in PubChem BioAssay.
